HSF1 inhib: HSF1 inhibition; NIH3T3-HGL HSE-luciferase, MG132-induced, luminescence 8 h; stronger effect = lower value; AID 2098; 300,000 tested, 0.77% active; activity change, negative = inhibition, % at 7.5 µM (by protocol);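 active = more than half of replicate wells show activity change below -50%, luminescence cut by over half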;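 also: luciferase reports HSF-1 transcriptional activity via heat shock element; 0% = median of DMSO wells and -100% = zero luminescence signal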
aSyn 5UTR inh: 5' untranslated region of α-synuclein, MLPCN primary screen; alpha-synuclein 5'UTR reporter, inhibitor activity; inhibition, % (tested at 7.5 µM); 300,000 tested, 0.82% active; in the data active = inhibition above about 60%;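 also: H4 neuroglioblastoma cells stably carrying SNCA 5'UTR luciferase fusion; 0% = DMSO wells and 100% = positive control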
SKKanGAS inh: inhibitors of SKKanGAS S. pyogenes growth in kanamycin (SK-promoter or general growth effect). BacTiter-Glo, 6 h. inhibition, % at 7.5 µM. 300,000 tested, 1.3% active. AID 1662;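 active = mean replicate score, as percent of positive control median, at least 50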;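 also: strain carries kanamycin resistance gene driven by streptokinase promoter and grows in 40 µg/ml kanamycin; loss of luminescence reflects streptokinase promoter inhibition or plain growth inhibition; 0% = median of DMSO wells and 100% = positive control at its reference dose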
HSP90 refold inh: inhibitors of HSP90 luciferase refolding in rabbit reticulocyte lysate | luciferase refolding luminescence, 3 h | inhibition, % at 5.6 µM | 290,000 tested, 0.91% active | AID 1789;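 active = inhibition above the screen-wide mean plus 3 SD, computed separately per campaign, cut at about 16% in these data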;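 also: 0% = DMSO wells and 100% = 60 µM geldanamycin wells; inhibitors lower the luminescence because luciferase stays unfolded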
Platelet DG rel: modulates dense granule release in human platelets; human platelet-rich plasma, SFLLRN dense granule ATP release, luminescence; inhibition, %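 (compounds screened at 7.5 µM in platelet-rich plasma)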; 300,000 tested, 0.22% active;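 active = mean replicate score, as percent of positive control, at or above 50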
HSF-1 act: increases HSF-1 driven luciferase reporter signal. AID 504408. activation, % at 9 µM. NIH3T3-HGL HSF-1 luciferase reporter, MG132, 8 h; 100% = twice DMSO control signal. 300,000 tested, 1.7% active;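 active = mean replicate activation of at least 50% with a set share of replicates each reaching 50%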;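 also: 0% = median of the neutral control wells and 100% = twice that signal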
KLF5 inh: kruppel-like factor 5 inhibition | DLD-1 KLF5 promoter-luciferase reporter, luminescence | inhibition, % at 5 µM | AID 1700 | 290,000 tested, 0.23% active;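 active = inhibition above a per-plate limit of that plate's mean compound inhibition plus 3 SD, cut at about 60% in these data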;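 also: 0% = DMSO wells and 100% = LY294002 at 200 µM; higher means less KLF5 promoter-driven luciferase light; inactives centre near -14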
AI-2 QS mod: Vibrio harveyi AI-2 quorum sensing modulation. 300,000 tested, 0.4% active. Vibrio harveyi JMH597 AI-2 luminescence/OD600 ratio, 9 h; stronger effect = lower value; strain lacks LuxN and CqsS sensors; 0 = neutral-control median. activity change, % at 7.5 µM; in the data active = activity change below about -75%, passing the limit was not always enough;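 also: luminescence divided by OD600 gain over 9 h not by final OD600 alone; inactives centre near 13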
IEC-6 tox: counter-screen for KLF5 inhibitors: cytotoxicity in IEC-6 cells; IEC-6 cytotoxicity, luminescence viability; inhibition, % at 5 µM; 290,000 tested, 0.78% active; AID 1825; in the data active = inhibition above about 22%;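 also: 0% = plate median of test compound wells and 100% = cytotoxic reference compound wells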
HIF act: HIF pathway transcriptional activation; U2OS HRE-luciferase reporter, luminescence; normalized: DMSO 0%, desferrioxamine 100%; activation, % at 7.5 µM (by protocol); 300,000 tested, 0.32% active; AID 1910;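 active = mean activation of at least 10% of the iron chelator positive control signal, with at least half of replicates also reaching 10%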
Active calls of the source: *; . = no result given.

SMILES	HSF1 inhib	aSyn 5UTR inh	SKKanGAS inh	HSP90 refold inh	Platelet DG rel	HSF-1 act	KLF5 inh	AI-2 QS mod	IEC-6 tox	HIF act
CC(=O)N1CCCc2cc(S(=O)(=O)N3CCCC(C(=O)NCc4ccccc4)C3)ccc21 (centres undefined)	4	2	-3	-2	3	2	-34	6	5	0.6
Cc1nn(C)cc1CNC(=O)C1C2CCC(C2)C1C(=O)O (centres undefined)	-2	1	-6	2	-4	-4	-1	-2	0	-0.1
O=c1cc(CN2CCOCC2)c2cc(Cl)c(O)cc2o1	-5	8	-3	2	4	13	-11	10	-7	-0.5
c1cc2c(cc1C1CCCCC1)c1c3n2CCN=C3CCC1	-4	5	29	1	1	-4	-16	34	-5	-0.7
O=C(Cn1cnc2c(nnn2Cc2ccc(Cl)cc2)c1=O)NCC1CCCO1 (centres undefined)	1	23	-19	-2	-2	-9	-36	2	-3	0.0
Cc1cc(C)c(O)c(NC(=S)NC(=O)Cc2ccccc2)c1	10	-17	0	2	2	0	-28	-8	9	0.0
COC(=O)C1CC(=O)N(c2ccc(C)cc2)C1 (centres undefined)	2	17	-9	-4	-5	-8	-15	11	4	-0.2
COc1ccc(NC(=O)NNS(=O)(=O)c2ccc(Br)cc2)cc1	-9	-10	11	-2	11	6	-24	18	2	-0.8
S=c1[nH]nc(CSc2nc3ccccc3s2)n1C1CCCCC1	0	0	27	4	-1	-7	12	-4	5	-0.2
O=C(COC(=O)c1ccc(S(=O)(=O)N2CCc3ccccc3C2)cc1)NC(=O)NCc1ccco1	1	3	4	-5	.	1	-32	16	0	0.0
Cc1cccc(C(=O)OC(C)CN2CCN(C)CC2)c1 (centres undefined)	-4	-65	2	17*	0	-20	-50	2	5	3.1
N#C/C(=C\c1ccncc1)c1nc2ccccc2o1	5	14	5	3	30	18	-11	22	2	-0.2
FC(F)(F)c1ccnc(NCc2ccc(Cl)cc2)n1	-5	3	22	0	18	-1	-13	5	0	1.3
CCc1noc(C)c1C(=O)OCC(=O)N(CCOC)c1c(N)n(Cc2ccccc2)c(=O)[nH]c1=O	2	15	-2	.	0	0	.	29	.	-2.5
O=C1CC(SCc2nc3ccccc3[nH]2)C(=O)N1c1ccc(Cl)cc1 (centres undefined)	-2	13	16	-1	-1	-5	-12	9	2	-0.2
CC1=NN(/C(=N\c2nnc(C)s2)Nc2ccc(C(C)(C)C)cc2)[C@H](c2ccc(C)cc2)S1	-20	7	58*	5	-1	-37	9	11	2	1.7
CCN(CC)c1ccc(S(=O)(=O)N2CCOCC2)cc1NC(=O)CN1C(=O)NC2(CCC(C)CC2)C1=O (centres undefined)	-2	9	-6	.	-1	-3	.	24	.	-0.3
CCCCCCn1c(SCC(=O)Nc2cc(C)on2)nc2ccccc2c1=O	6	-5	2	1	7	27	-18	34	3	-1.8
COc1ccc(/C(O)=C/C(=O)C(=O)NNC(=O)c2ccccc2)cc1	5	-53	2	-6	11	5	-85	27	-1	-13
O=C1CCc2cc(S(=O)(=O)Nc3ccccc3)cc3c2N1CC3	1	-14	2	.	4	20	.	19	.	-21
CCCC1C2C(=O)N(c3ccc(OC)cc3)C(=O)C2ON1c1ccccc1 (centres undefined)	3	3	-3	6	-2	-17	-25	13	-1	-0.3
CN1CCC(N(C)C(=S)NC(=O)C23CC4CC(CC(C4)C2)C3)CC1	-5	-18	-1	2	-5	-6	-3	12	0	-0.2
COc1cccc(NC(=O)CN(C)C(=O)Cn2cnc3ccccc3c2=O)c1	-5	-14	-7	.	1	5	.	-3	.	-17
CCOC(=O)C1(Cc2ccccc2C)CCCN(C(=O)CCn2nccc2C)C1 (centres undefined)	3	21	-5	-2	3	22	-31	6	4	1.4

Shown in CSV form: part of the list above
smiles,HSF1 inhib,aSyn 5UTR inh,SKKanGAS inh,HSP90 refold inh,Platelet DG rel,HSF-1 act,KLF5 inh,AI-2 QS mod,IEC-6 tox,HIF act
CCc1noc(C)c1C(=O)OCC(=O)N(CCOC)c1c(N)n(Cc2ccccc2)c(=O)[nH]c1=O,2,15,-2,.,0,0,.,29,.,-2.5
O=C1CC(SCc2nc3ccccc3[nH]2)C(=O)N1c1ccc(Cl)cc1 (centres undefined),-2,13,16,-1,-1,-5,-12,9,2,-0.2
CC1=NN(/C(=N\c2nnc(C)s2)Nc2ccc(C(C)(C)C)cc2)[C@H](c2ccc(C)cc2)S1,-20,7,58*,5,-1,-37,9,11,2,1.7
CCN(CC)c1ccc(S(=O)(=O)N2CCOCC2)cc1NC(=O)CN1C(=O)NC2(CCC(C)CC2)C1=O (centres undefined),-2,9,-6,.,-1,-3,.,24,.,-0.3
CCCCCCn1c(SCC(=O)Nc2cc(C)on2)nc2ccccc2c1=O,6,-5,2,1,7,27,-18,34,3,-1.8
COc1ccc(/C(O)=C/C(=O)C(=O)NNC(=O)c2ccccc2)cc1,5,-53,2,-6,11,5,-85,27,-1,-13
O=C1CCc2cc(S(=O)(=O)Nc3ccccc3)cc3c2N1CC3,1,-14,2,.,4,20,.,19,.,-21
CCCC1C2C(=O)N(c3ccc(OC)cc3)C(=O)C2ON1c1ccccc1 (centres undefined),3,3,-3,6,-2,-17,-25,13,-1,-0.3
CN1CCC(N(C)C(=S)NC(=O)C23CC4CC(CC(C4)C2)C3)CC1,-5,-18,-1,2,-5,-6,-3,12,0,-0.2
COc1cccc(NC(=O)CN(C)C(=O)Cn2cnc3ccccc3c2=O)c1,-5,-14,-7,.,1,5,.,-3,.,-17
CCOC(=O)C1(Cc2ccccc2C)CCCN(C(=O)CCn2nccc2C)C1 (centres undefined),3,21,-5,-2,3,22,-31,6,4,1.4

Other entries follow:
SMILES	HSF1 inhib	aSyn 5UTR inh	SKKanGAS inh	HSP90 refold inh	Platelet DG rel	HSF-1 act	KLF5 inh	AI-2 QS mod	IEC-6 tox	HIF act
COc1ccc(CCN2C(=O)CC(C(N)=O)SC2=Nc2ccccc2)cc1 (centres undefined)	.	.	-5	3	.	.	4	26	6	.
COc1cccc(-n2c(=O)c3sccc3n(CC(=O)NC3CCCCC3)c2=O)c1	-1	1	0	-4	-28	0	-2	15	0	-0.1
O=C(O)C1CCN(S(=O)(=O)c2cccnc2)CC1	4	-1	-1	2	-7	4	-6	12	-2	-0.3
CCOP(=O)(OCC)C(Nc1ccccn1)c1ccc(F)cc1 (centres undefined)	-3	-12	1	2	-1	-8	-7	24	-1	0.0
Cc1c(C(=O)c2ccc([N+](=O)[O-])cc2)c(=O)n(C)c(=O)n1C	-3	-6	-4	0	-9	12	-3	12	-11	0.6
COc1ccc(NC(=O)NCCCN2CCc3ccccc3C2)cc1	12	-12	-1	-1	8	0	1	16	1	-0.3
CC(=O)NNS(=O)(=O)c1ccc(-c2cc(C(F)(F)F)n(C)n2)s1	2	-3	-2	1	14	7	-20	6	0	-0.1
CC(=O)CSc1ncnc2c1oc1ccccc12	6	-65	1	0	8	14	-58	0	-6	0.7
CC(=O)c1c(C)[nH]c(C(=O)OCC(=O)C(C)(C)C)c1C	2	-43	-13	3	-4	-5	-4	16	3	0.6
O=C(Nc1cccnc1)C1CC(c2ccccc2O)=NO1 (centres undefined)	-2	12	-4	-2	3	-7	-11	15	0	-0.6
COc1cccc(NC(=O)c2c([N+](=O)[O-])cnn2C)c1	-9	-2	1	-1	-1	8	-19	11	0	-0.5
COc1ccc(OC)c(S(=O)(=O)N2CCN(c3ccccc3OC)CC2)c1	1	-12	-2	-1	29	-6	5	12	0	0.4

A different layout for part of the listing above.
Results follow in this order: HSF1 inhib, aSyn 5UTR inh, SKKanGAS inh, HSP90 refold inh, Platelet DG rel, HSF-1 act, KLF5 inh, AI-2 QS mod, IEC-6 tox, HIF act
> COc1cccc(-n2c(=O)c3sccc3n(CC(=O)NC3CCCCC3)c2=O)c1
    -1, 1, 0, -4, -28, 0, -2, 15, 0, -0.1
> CCOP(=O)(OCC)C(Nc1ccccn1)c1ccc(F)cc1 (centres undefined)
    -3, -12, 1, 2, -1, -8, -7, 24, -1, 0.0

(next part)
SMILES	HSF1 inhib	aSyn 5UTR inh	SKKanGAS inh	HSP90 refold inh	Platelet DG rel	HSF-1 act	KLF5 inh	AI-2 QS mod	IEC-6 tox	HIF act
CCN(CC)CCN(Cc1cc2cc(C)ccc2[nH]c1=O)C(=S)NCc1ccco1	-1	2	3	-4	4	-10	-19	21	-5	0.0
COc1ccc(OC)c(N(CC(=O)NCc2ccncc2)S(C)(=O)=O)c1	-1	-29	1	0	6	7	-22	30	4	0.7
C=C1C[C@H]2[C@@H]3CCc4cc(OC)ccc4[C@H]3CC[C@]12C	-3	-5	76*	.	2	-1	.	9	.	-0.2
COc1cc(CC(NC(C)=O)C(=O)NC2CCN(c3nc(OC)nc(OC)n3)CC2)cc(OC)c1 (centres undefined)	-3	-7	7	0	7	2	-12	8	-4	-0.2
N#Cc1cc2c(nc1SCC(=O)N1CCOCC1)CCCCC2	-67*	-65	-2	54*	4	-75	-4	13	-5	0.2
Fc1ccc(CNC(=S)NCc2ccccc2)cc1	12	10	17	1	-8	20	-1	-9	3	-0.5
CC(C)(C)n1ncc2c(=O)n(CC(=O)Nc3ccc(Cl)cc3)cnc21	-1	16	-17	-3	10	-4	-23	12	3	-0.4
CC(=O)Nc1c(C(N)=O)oc2ccc(Cl)cc12	1	-3	-7	7	-28	2	-2	.	2	0.9
CC1CC2=C(C(=O)O1)C(c1ccccc1)Nc1ccccc1N2 (centres undefined)	5	-6	17	5	-10	21	-48	3	4	-0.4
NC(N)=Nc1nc2ccc(Cl)cc2c(=O)[nH]1	0	-29	3	-1	-2	9	-22	8	0	-0.2
Cc1ccccc1C(=O)NC(=S)NCC(=O)c1ccccc1	2	-17	17	0	-4	12	4	8	-5	-26
Cc1cccc(N2C(=O)CC(N3CCN(C(=O)c4ccccc4)CC3)C2=O)c1 (centres undefined)	-6	14	-13	-2	0	4	-17	11	2	-0.1
O=C(/C=C/c1ccc(OC2CSC2)cc1)c1ccccc1	28	-153	8	-4	11	34	-70	-1	-4	1.5
CCOc1ccccc1NC(=O)CCc1nnc2ccc(N3CCC4(CC3)OCCO4)nn12	6	3	-2	6	-7	0	3	4	2	0.3
CN(Cc1ccccc1)C(=O)c1ccc(Cl)c([N+](=O)[O-])c1	-2	2	-2	-3	-23	4	-2	25	-8	2.9
CC(Oc1ccc(Cl)cc1)c1ccnn1S(C)(=O)=O (centres undefined)	-11	-8	3	-2	3	-15	-13	8	0	0.2
NCC1CC2c3ccccc3C1c1ccccc12 (centres undefined)	-5	3	4	-2	0	-5	4	14	0	0.6
COc1ccccc1C(O)(C(=O)NNc1ccccc1C)c1ccccc1OC	2	-8	-4	-1	10	0	7	9	7	-0.4
CC(=O)N1N=C(c2cccc(Cl)c2)OC1c1ccc(C(C)C)cc1 (centres undefined)	15	-54	14	0	0	10	-4	6	-7	0.5
O=C(COc1ccc(Cl)cc1Cl)NNC(=S)NC(=O)c1ccco1	-1	-15	95*	-1	0	20	-12	90	3	0.5
O=C(c1ccc(S(=O)(=O)N2CCCCC2)cc1)N1CCN(Cc2ccc3c(c2)OCO3)CC1	0	23	6	2	4	3	-24	13	8	-0.2
CC(=O)Nc1ccc(Cl)c(-c2nc3ncccc3o2)c1	-8	-3	-5	-3	-4	-18	-38	13	-2	0.6

Compound activity as filed in PubChem BioAssay.
